RAD54 branch – blocks human RAD54 Holliday junction branch migration. Q92698. FAM/BHQ fluorescence. inhibition, % at 10.4 µM. 360,000 compounds, 0.14% hits. AID 602329;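 active = mean normalized replicate activity at least 40 and at least half of replicates scoring 40 or more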;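 also: 0% = median of neutral control wells and 100% = median of positive control wells; inhibitors cause a drop in the FAM fluorescence signal; in these data hits start at about 50%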
F508del corr – correctors of CFTR F508del function in bronchial epithelial cells; CFBE cells, YFP halide quenching; stimulated with forskolin plus potentiator P3; % fluorescence drop versus neutral controls; activity (quench increase), % at 7.58 µM; 350,000 compounds, 0.36% hits;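 active = mean added fluorescence quench of at least 8% versus neutral control, with both replicates also reaching 8%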;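 also: cells transiently co-express mutant CFTR-F508del with the halide-sensitive YFP; corrector assay measuring rescue of mutant channel to the surface after 24 h compound exposure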
INS-1E GSIS act – GLuc luminescence reporter in INS-1E cells, primary screen for activators of glucose-dependent secretion of insulin. INS-1E GLuc reporter insulin secretion, 2-3 h. activation, % at 16.6 µM. 370,000 compounds, 0.61% hits;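 active = lowest replicate activation of at least 40%, so every replicate reaches that level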;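 also: 0% = median of neutral control wells and 100% = median of IBMX positive control wells; some compounds called inactive have numbers as strong as hits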
RAD52 anneal inh – RAD52 (human) annealing inhibition. P43351. recombinant RAD52 DNA annealing, FRET fluorescence. inhibition, % at 18.7 µM. 360,000 compounds, 0.46% hits. AID 651710;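 active = every replicate showing at least 50% inhibition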
ERAP1 inh – blocks human ERAP1 aminopeptidase activity; AID 652197; inhibition, % at 10.7 µM; 340,000 compounds, 0.15% hits; recombinant ERAP1, Leu-AMC fluorescence, 60 min; Q9NZ08;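 active = mean replicate inhibition of at least 30%, or all replicates individually reaching that 30% level; inactive = mean below 30% and not every replicate reaching it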;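 also: 0% = neutral control wells and 100% = L-leucinethiol positive control wells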
Target sequence (Q9NZ08 whole entry, looked up): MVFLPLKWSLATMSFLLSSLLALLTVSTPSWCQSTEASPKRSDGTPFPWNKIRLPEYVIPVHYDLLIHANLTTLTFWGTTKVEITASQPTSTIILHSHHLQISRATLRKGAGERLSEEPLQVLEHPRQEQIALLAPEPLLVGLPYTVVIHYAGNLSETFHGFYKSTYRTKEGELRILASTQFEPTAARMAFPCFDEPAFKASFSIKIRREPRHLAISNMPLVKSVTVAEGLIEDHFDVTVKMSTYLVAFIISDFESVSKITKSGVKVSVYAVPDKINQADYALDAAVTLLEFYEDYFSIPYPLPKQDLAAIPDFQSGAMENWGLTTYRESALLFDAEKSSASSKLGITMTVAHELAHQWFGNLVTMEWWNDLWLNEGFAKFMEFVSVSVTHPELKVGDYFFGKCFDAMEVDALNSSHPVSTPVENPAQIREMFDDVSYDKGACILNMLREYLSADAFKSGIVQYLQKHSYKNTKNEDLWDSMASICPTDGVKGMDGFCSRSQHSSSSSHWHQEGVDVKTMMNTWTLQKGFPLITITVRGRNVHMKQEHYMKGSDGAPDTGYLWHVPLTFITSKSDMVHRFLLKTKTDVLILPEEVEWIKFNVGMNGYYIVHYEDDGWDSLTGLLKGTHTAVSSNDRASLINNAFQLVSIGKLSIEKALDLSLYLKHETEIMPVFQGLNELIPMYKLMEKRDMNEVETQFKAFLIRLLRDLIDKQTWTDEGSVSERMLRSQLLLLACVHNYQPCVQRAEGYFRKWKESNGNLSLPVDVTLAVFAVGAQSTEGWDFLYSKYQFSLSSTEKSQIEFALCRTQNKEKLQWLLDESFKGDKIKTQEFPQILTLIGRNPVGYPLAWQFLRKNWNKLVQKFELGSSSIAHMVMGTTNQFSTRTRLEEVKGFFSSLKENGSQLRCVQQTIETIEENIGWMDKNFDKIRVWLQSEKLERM
XiGFP reactiv – activators of X-chromosome reactivation in mouse fibroblasts; 360,000 compounds, 0.055% hits; activation, % at 7.58 µM; XiGFP mouse fibroblasts, % GFP-positive cells imaging, 3 d; cells co-treated with 5-aza-dC sensitizer; scaled so ellipticine positive control = 100%; AID 743238;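 active = mean normalized replicate activation at least 10% and every replicate at or above 10%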;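 also: 0% = median of on-plate neutral control wells and 100% = ellipticine 6 µM median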
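Assay system: SV40-immortalized XiGFP fibroblast cells, line 68-5-11; buffer or medium: DMEM plus 5-aza-dC sensitizer; compound: one concentration, pinned; timing: compounds 3 days, fix/stain 15 min at room temperature; benchmarks: positive control ellipticine, 6 µM final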
esBAF inh – blocks esBAF chromatin remodeling in mouse ES cells; Bmi1-luciferase knock-in reporter, 24 h; 100% = twice the neutral-well signal; 350,000 compounds, 2% hits; reporter increase, % at 12.5 µM; in the data active = activation above about 40%;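 also: 0% = median of the plate's neutral control wells and 100% = double that signal; a rise in the Bmi1 reporter signal indicates esBAF inhibition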
ARNT-TACC3 inh – disrupts binding between human ARNT and TACC3; Q9Y6A5; AlphaScreen His-ARNT PAS-B/GST-TACC3 binding, luminescence; TACC3 fragment carries E629A point mutation; inhibition, % at 9.99 µM; 390,000 compounds, 0.66% hits;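 active = mean inhibition of replicates at least 50% and at least half of replicates each reaching 50%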;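 also: 0% = complete ARNT plus TACC3 wells and 100% = ARNT alone without TACC3; many hits fall short of the cut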
* hit, by the source's call; · = not tested or not shown.

SMILES	RAD54 branch	F508del corr	INS-1E GSIS act	RAD52 anneal inh	ERAP1 inh	XiGFP reactiv	esBAF inh	ARNT-TACC3 inh
CC[C@]12c3[nH]c4cc(CCC(=O)N(C)C)ccc4c3CCN1C(=O)[C@@H](CC(=O)NCC13CC4CC(CC(C4)C1)C3)C[C@@H]2C(=O)N1CCN(C(=O)c2ccco2)CC1	-6	2.5	-27	-20	0	0.0	9	0
CCc1ccc(NC(=O)C(=O)NCc2ccccn2)cc1	·	1.6	6	-11	-4	0.5	·	11
NC(=O)C(Cc1ccccc1)N1C(=O)c2ccccc2C1=O (stereo unspecified)	2	-1.4	-2	-6	-2	0.0	-5	-2
C[C@H](CO)N1C[C@H](C)[C@@H](CN(C)C(=O)NC2CCCCC2)Oc2ncc(C#CCN(C)C)cc2C1=O	-6	·	13	-2	-3	-0.8	11	-7
C[C@@H]1CCCCO[C@H](CN(C)S(=O)(=O)c2ccc(Cl)cc2)[C@H](C)CN([C@@H](C)CO)C(=O)c2cc(NC(=O)Nc3ccccc3)ccc2O1	13	-5.9	10	-20	0	-0.8	-10	15
O=c1c(O)c(-c2ccc(O)c(O)c2)oc2cc(O)cc(O)c12	23	-2.3	·	-13	15	0.0	24	8
CN(C)S(=O)(=O)c1ccc(NC(=O)CN2CCC(Cc3ccccc3)CC2)cc1	-2	-0.8	-7	-10	4	0.0	-6	1
COC(=O)C[C@@H]1C=C[C@@H](NS(=O)(=O)c2ccccc2F)[C@H](CO)O1	-4	0.9	11	18	2	-0.2	1	-11
CCOC(=O)c1c(C)[nH]c(C)c1S(=O)(=O)N(C)CC(=O)NCc1cccc(Br)c1	-4	2.8	3	5	1	0.0	-6	·
CN1c2ccc(C3=CCCCC3)cc2[C@H]2[C@H](CCN2C(=O)Cc2ccccn2)[C@@H]1CO	-12	2.2	-11	·	·	0.6	6	8
CC(C)N(CC#CC(O)(c1ccccc1)c1ccccc1)C(C)C	·	-0.2	0	-15	2	0.2	·	5
Cc1noc(C)c1NC(=O)Nc1ccc2c(c1)CC(=O)N([C@@H](C)CO)C[C@@H](C)[C@@H](CN(C)Cc1ccc(Cl)c(Cl)c1)O2	-12	5.2	-29	15	-1	0.1	5	-2
Cc1cc(C(F)F)nn1CC(=O)NC1C(=O)N2C(C(=O)O)=C(CSc3nnnn3C)CSC12 (stereo unspecified)	·	1.1	·	7	2	-0.1	·	2
O=[N+]([O-])c1cc(C(F)(F)F)ccc1NCCc1c[nH]c2ccccc12	·	·	-23	·	·	-0.1	8	-16
COC(=O)[C@]12CCCCC=C1N(Cc1ccc(Cl)cc1Cl)C(=O)[C@H](CC(=O)N1CCSCC1)C2	·	1.8	-11	-5	-3	0.2	·	·
O=C(C[C@H]1CC[C@H](NC(=O)Nc2ccc(F)cc2)[C@@H](CO)O1)NCc1ccccn1	-7	2.3	4	-3	-4	-0.1	0	5
CC(=O)c1sc(NC(=O)c2ccc(Cl)cc2)nc1C	·	2.8	-10	-2	6	0.1	51*	-1
C[C@@H](NC(=O)C[C@@H]1C[C@@H]2c3cc(NC(=O)c4cccnc4)ccc3O[C@@H]2[C@@H](CO)O1)c1ccccc1	-7	-2.5	3	9	1	0.0	2	24
C[C@@H]1CN([C@@H](C)CO)C(=O)c2cccc(NC(=O)Nc3ccc(C(F)(F)F)cc3)c2O[C@H]1CN(C)Cc1ccccc1	9	1.4	-2	21	-1	-0.1	1	-8
O=C(Nc1ccccc1)OC1CCCCc2cccnc21 (stereo unspecified)	-2	1.0	-17	-10	-5	0.0	10	0
Cc1ccc(CN2CCN(Cc3ccc4ncccc4c3)CC2CCO)cc1 (stereo unspecified)	4	-5.0	-8	-21	-5	0.0	3	-1
Cc1c(NC(=O)CSc2ccc(Cl)cc2)cccc1-c1nc2ncccc2o1	5	·	-2	-21	0	·	7	-1
CO[C@@H](CN(C)C(=O)c1cc(Cl)cc(Cl)c1)[C@H](C)CN(C(=O)Nc1ccc(F)cc1)[C@H](C)CO	2	-0.1	-17	16	1	0.0	1	-3
Cc1noc(C)c1S(=O)(=O)N(C)C[C@H]1Oc2ccc(NS(=O)(=O)c3ccc(F)cc3)cc2CC(=O)N([C@H](C)CO)C[C@@H]1C	·	-2.5	1	15	-2	-0.4	-2	·
CC1(C(=O)OCC(=O)Nc2ccc3ccccc3c2)CC1(Cl)Cl (stereo unspecified)	2	-1.8	-30	-13	2	-0.1	14	9
Cc1c(Cl)cccc1NC(=S)NCc1ccc(F)cc1	6	-1.5	-15	-21	-5	-0.1	-6	-11
O=C(O)CNC(=S)N(Cc1ccccc1)Cc1ccccc1F	·	0.7	3	-22	-2	0.2	·	2
Cc1ccc(S(=O)(=O)Nc2ccc3c(c2)C(=O)N([C@@H](C)CO)C[C@@H](C)[C@H](CN(C)C(=O)NC2CCCCC2)O3)cc1	-3	-1.3	18	15	3	0.0	3	4
Cc1nc(NCCC(C)C)c2nnn(Cc3ccccc3)c2n1	-11	0.2	-10	-22	1	0.0	4	-2
CC1(C)NC(=O)N(CCOc2cccc(Oc3ccccc3)c2)C1=O	-2	-2.6	-36	-17	1	·	4	2
COC(=O)c1cc(S(=O)(=O)NCCc2ccccc2)c[nH]1	-1	-0.7	5	-13	3	0.0	-5	-2
CCCC(=O)Nc1cccc(NC(=O)c2cccc([N+](=O)[O-])c2C)c1	·	·	-11	-7	2	0.1	·	6
Cn1ncc(N=Cc2c(O)ccc3ccccc23)c1C(=O)Nc1cccc(Cl)c1	·	0.0	0	-371	0	0.8	·	-14
COc1ccc(CCN(Cc2cc3cc(C)ccc3[nH]c2=O)C(C)=O)cc1OC	·	0.5	-3	-3	-1	-0.1	·	-5
COc1ccc(S(=O)(=O)Nc2cccc3c2O[C@H](CN(C)Cc2ccc(Oc4ccccc4)cc2)[C@@H](C)CN([C@@H](C)CO)C3=O)cc1	-2	-0.7	-4	17	1	0.0	0	6
O=C(Nc1cccc(F)c1)C1CCCN(S(=O)(=O)c2ccc(-n3cnnn3)cc2)C1 (stereo unspecified)	2	-0.1	-8	-10	0	0.0	0	·
C[C@@H]1CN([C@H](C)CO)C(=O)c2cc(-c3ccccc3)cnc2O[C@H]1CN(C)Cc1ccccn1	7	-1.5	13	5	7	-1.0	-6	·
C[C@@H]1CN([C@H](C)CO)C(=O)c2cc(NC(=O)Cn3cnnn3)ccc2O[C@H]1CN(C)Cc1ccc(Oc2ccccc2)cc1	16	-0.5	13	4	2	0.1	-2	-8
C[C@@H]1CN([C@H](C)CO)C(=O)c2cccc(NS(=O)(=O)c3ccc(F)cc3)c2O[C@@H]1CN(C)C(=O)Nc1ccc(F)cc1	4	2.3	-4	-3	-1	0.1	5	0
COc1ccc(-c2csc(NC(=O)[C@H](C)N3C(=O)C4CC=CCC4C3=O)n2)cc1OC (stereo partly specified)	11	-9.8	2	-12	4	-0.6	5	-18
O=S(=O)(c1ccccc1)N1CCN(Cc2ccccc2)CC1	2	-0.9	12	5	0	0.0	5	0
CN(C)CC#Cc1ccc([C@@H]2[C@@H](CO)N3CCCCN(C(=O)c4ccc5c(c4)OCO5)C[C@@H]23)cc1	5	-1.1	0	40	-2	0.0	0	-3
NC(=O)C1=C[C@@H](c2ccc3c(c2)OCO3)C[C@@H](OCCCCO)O1	-3	1.0	-6	·	·	0.4	-2	-1
O=C(Nc1ccc2c(c1)OCO2)C1CC(c2ccccc2O)=NO1 (stereo unspecified)	-5	-1.5	-1	-15	2	0.1	25	-2
O=C(NC1CCCC1)C(c1ccccc1)n1c(Cc2cc(F)cc(F)c2)nc2ccccc21 (stereo unspecified)	·	1.7	-8	-9	-2	0.3	·	·
O=C(c1ccccc1F)N1CC(=O)N2[C@H](CO)[C@H](c3ccc(-c4ccc(F)cc4)cc3)[C@@H]2C1	·	1.7	-21	2	1	0.2	·	·
COc1ccc(C(=O)NCc2ccncc2)cc1OC	·	-0.6	10	-13	-1	0.4	·	-5
O=C(NCC1CCCN(C(=O)c2cccc(C(F)(F)F)c2)C1)c1ccc(F)cc1 (stereo unspecified)	11	-0.8	-10	-4	1	0.1	13	3
CN(C)Cc1cc2ccccc2c2c1COC2	-7	0.3	-12	4	1	0.1	5	2
CN(Cc1ccccc1)S(=O)(=O)c1ccc(NS(C)(=O)=O)cc1	-3	·	19	·	·	·	2	-3
Cc1ccc(CNS(=O)(=O)c2ccc(CN3C(=O)c4cccnc4C3=O)s2)o1	-4	-4.2	2	-14	2	0.0	-7	25
CCOc1cccc(-c2cc(C(=O)Nc3ccon3)c3ccccc3n2)c1	2	2.7	-34	-29	-6	0.3	·	-4
O=C(C[C@H]1C=C[C@@H](NC(=O)Nc2ccc3c(c2)OCO3)[C@H](CO)O1)NCc1ccccc1	1	0.2	6	-1	1	-0.1	5	-11
Cn1nc(C(C)(C)C)cc1NC(=O)C1(C)CCN1C(=O)CCc1ccccc1 (stereo unspecified)	6	-2.0	·	3	-2	0.1	-3	·
Fc1ccc(-c2cc(-c3nnc4n3CCCCC4)c3ccccc3n2)cc1	2	·	-39	10	5	0.0	·	-12
O=c1c2ccccc2ncn1-c1ccc(Cl)cc1[N+](=O)[O-]	·	-1.2	4	-6	0	-0.1	·	-5
C[C@H](CO)N1C[C@H](C)[C@@H](CN(C)S(=O)(=O)c2cccs2)OCCCC[C@H](C)Oc2ccc(NS(=O)(=O)c3cn(C)cn3)cc2C1=O	2	-0.4	1	-2	2	0.2	-3	-2
CCOC(=O)COc1ccc(S(=O)(=O)N2CCN(c3ccc(F)cc3)CC2)cc1	-12	·	-18	·	·	·	4	-23
Cn1nc(-c2ccc(C(=O)NC3CCCCC3)cc2)c2ccccc2c1=O	2	-1.1	3	-14	-1	0.4	3	7
COC(=O)CN(c1ccc(OCc2ccccc2)cc1)S(C)(=O)=O	·	-3.0	-13	2	0	0.0	·	-11

Part of the list above, in CSV form.
Compound,RAD54 branch,F508del corr,INS-1E GSIS act,RAD52 anneal inh,ERAP1 inh,XiGFP reactiv,esBAF inh,ARNT-TACC3 inh
COc1ccc(C(=O)NCc2ccncc2)cc1OC,·,-0.6,10,-13,-1,0.4,·,-5
O=C(NCC1CCCN(C(=O)c2cccc(C(F)(F)F)c2)C1)c1ccc(F)cc1 (stereo unspecified),11,-0.8,-10,-4,1,0.1,13,3

Continuation.
SMILES	RAD54 branch	F508del corr	INS-1E GSIS act	RAD52 anneal inh	ERAP1 inh	XiGFP reactiv	esBAF inh	ARNT-TACC3 inh
O=C(Nc1ccc(SC(F)F)cc1)C1=CC=CN2CCS(=O)(=O)N=C12	-11	-0.1	10	-18	0	0.0	10	-3
O=C(C1CC(c2ccc(F)cc2)=NO1)N1CCCCC1 (stereo unspecified)	·	2.0	4	-10	3	·	25	-13
COc1ccc(S(=O)(=O)N(C)C[C@@H]2OCCCC[C@H](C)Oc3ccc(NS(=O)(=O)c4ccc(Cl)cc4)cc3C(=O)N([C@H](C)CO)C[C@H]2C)cc1	·	1.9	7	-5	-1	0.1	·	·
CC(C)NC(=O)N(C)C[C@H]1Oc2ccc(NC(=O)Nc3cccc4ccccc34)cc2CC(=O)N([C@@H](C)CO)C[C@@H]1C	0	-2.1	-3	13	0	0.0	-3	-8
O=C(Nc1ccccc1F)c1cc(S(=O)(=O)N2CCOCC2)cs1	13	1.0	12	2	-3	0.0	·	-8
O=C(C1CCC1)N1CC(=O)N2[C@H](CO)[C@@H](c3ccc(C#Cc4cccc(F)c4)cc3)[C@@H]2C1	·	5.7	-25	1	0	0.1	·	·

Part of the list above, showing only XiGFP reactiv.
SMILES	XiGFP reactiv
CN(C)CC#Cc1ccc([C@@H]2[C@@H](CO)N3CCCCN(C(=O)c4ccc5c(c4)OCO5)C[C@@H]23)cc1	0.0
NC(=O)C1=C[C@@H](c2ccc3c(c2)OCO3)C[C@@H](OCCCCO)O1	0.4

Bioassay records as filed in PubChem BioAssay.
